Compound activity from PubChem BioAssay.
NPYLR7 agonist = mosquito NPYLR7 agonism | HEK293T NPYLR7/Galpha15, GCaMP6s calcium fluorescence | activation, % at 10 µM | 270,000 compounds, 0.15% hits; in the data active = activation above about 40%;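 note: 0% = vehicle and 100% = reference agonist at the receptor; some compounds past the cut are filed as inactive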
hcGAS lum = human cGAS inhibition; 290,000 compounds, 0.081% hits; inhibition, % at 12.5 µM; Q8N884; recombinant h-cGAS, ATP depletion, Kinase-Glo luminescence;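 note: 0% = vehicle reaction and 100% = reaction without DNA for no activity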
Target sequence (Q8N884 whole entry, looked up): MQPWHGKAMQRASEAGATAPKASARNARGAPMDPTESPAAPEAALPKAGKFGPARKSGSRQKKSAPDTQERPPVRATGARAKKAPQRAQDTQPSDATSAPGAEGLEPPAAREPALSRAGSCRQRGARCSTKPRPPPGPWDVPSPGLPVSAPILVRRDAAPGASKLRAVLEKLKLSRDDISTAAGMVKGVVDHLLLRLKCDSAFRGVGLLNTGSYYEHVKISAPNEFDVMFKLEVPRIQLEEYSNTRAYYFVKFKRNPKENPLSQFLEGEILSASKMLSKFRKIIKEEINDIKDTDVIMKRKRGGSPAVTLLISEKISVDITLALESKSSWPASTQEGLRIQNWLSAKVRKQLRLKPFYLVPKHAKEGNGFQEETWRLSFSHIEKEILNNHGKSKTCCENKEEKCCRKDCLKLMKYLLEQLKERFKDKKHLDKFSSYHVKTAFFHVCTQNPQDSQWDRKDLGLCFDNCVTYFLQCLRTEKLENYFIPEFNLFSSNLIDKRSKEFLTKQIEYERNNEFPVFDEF
mcGAS lum = blocks mouse cGAS activity; Q8C6L5; recombinant cGAS, Kinase-Glo ATP depletion luminescence; 160,000 compounds, 0.15% hits; AID 1259399; inhibition, % at 12.5 µM;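 note: 0% = negative control wells and 100% = reference inhibitor with no enzyme activity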
* hit, by the source's call; . = no result given; & = joins results of further samples. Cut-off read from the data, not from the text of the source, unless noted: active = inhibition above about 40%; inactive = the rest.

SMILES,mcGAS lum,NPYLR7 agonist,hcGAS lum
O=C(c1cccnc1)N1CCC(N2CC[C@@H](c3ccc(F)cc3)[C@H](O)C2)CC1,-12.4,0.8,-3.7
COCCn1c(=NC(=O)C2=COCCO2)sc2ccccc21,.,6.5,-4.3
N#Cc1ccc(S(=O)(=O)N2CCC(Cc3ccc4c(c3)OCO4)CC2)cc1,-6.9,0.8,-5.3
O=C(CCCCCC(=O)Oc1ccc2ccc(=O)oc2c1)Oc1ccc2ccc(=O)oc2c1,1.9,25.6,-3.7
CC1CN(C(C)C(=O)NC(=O)NC2CC2)CCO1 (stereo not given),-17.5,4.0,-8.0
C=CCN1C(=O)c2ccccc2NC1c1ccc(OCCO)cc1Br (stereo not given),-17.0,19.0,-7.9
CC(NC(=O)c1cc(-c2ccc(F)cc2)nc2cc(-c3ccccc3)nn12)c1ccccc1 (stereo not given),-8.1,11.7,-8.9
CC(=O)OC(C(=O)N(Cc1cccc(Cl)c1)Cc1nc2cc(Cl)ccc2o1)c1ccccc1 (stereo not given),-5.9,-3.2,-6.6
COc1cc(-c2nn(CN3CCN(c4ccccn4)CC3)c(=S)o2)cc(OC)c1OC,.,3.7,-8.1
COc1cc(-c2cc(Cl)c3c(c2)CC(CN)O3)nc(N)n1 (stereo not given),.,-2.5,-0.4
CC(C)(C)n1nc2c(c1NC(=O)COc1ccc(Cl)cc1Cl)CSC2,-9.9,-2.1,-3.2
O=C(NCc1ccccc1Cl)C(O)(c1ccccc1)c1ccccc1,.,-4.7,1.9
CCN1CCN(CC(=O)N(CCN(C)C)Cc2ccc(C)s2)CC1,-4.6,.,-15.0
COc1ccc(C(=O)CSc2nnc(-c3ccco3)n2-c2cc(Cl)ccc2C)cc1,-9.4,.,-3.2
CC1(C(=O)Nc2ccc(F)cc2F)CCN1C(=O)Cc1ccc(Cl)cc1Cl (stereo not given),-1.4,-5.8,1.4
C#CCn1c(=NC(=O)C2CC2)sc2cccc(OCC)c21,-8.1,4.2,-7.8
Cc1ccc(-n2nc(-c3ccccc3)cc2NC(=O)CN(CC(C)C)C(=O)c2ccc(Cl)c(Cl)c2)c(C)c1,-6.4,19.1,-7.7
COc1ccc(C2=NN(c3nc(-c4ccccc4)c4ccccc4n3)C(c3ccc(Br)cc3)C2)cc1 (stereo not given),-4.3,12.4,-3.8
Clc1ccc2nc(N3CCN(C4CCCCC4)CC3)c3nncn3c2c1,.,12.2,-8.2
CN(C)CC1(O)CCN(C(=O)Cn2c(C3CC3)nc3ccccc32)C1 (stereo not given),.,11.1,-2.6
O=C(Cn1nc(-c2ccco2)ccc1=O)NCCc1ccccc1,.,9.2,-9.3
CCc1[nH]ncc1C(=O)NCCCOC1CCN(C)CC1,5.4,.,10.9
CON=C(C(=O)NC1C(=O)N2C(C(=O)O)=C(COC(C)=O)CSC12)c1csc(N)n1 (stereo not given),.,-2.8,0.9
Cc1cc2cc(CCNC(=O)c3ccccc3C(F)(F)F)c(=O)[nH]c2cc1C,-5.2,-0.1,-0.2
CNC(=O)[C@@H]1C[C@@H](N)CN1Cc1cc2ccc(C)cc2nc1N1CCOCC1,-11.8,15.5,-8.0
CC(O)CSc1nc2c(c(=O)[nH]c(=O)n2C)n1C(C)C (stereo not given),-3.5,4.5,-3.1
CCCCn1c(S(=O)(=O)CC(=O)N(CC)C2CC2)nc(C)c1C,.,-0.7,-4.3
Cc1nc(-c2ccc(F)cc2)sc1C(=O)Nc1cccnc1,.,10.5,-4.0
Cc1cc(NC(=O)C2(C)CCN2C(=O)C(C)(C)c2ccccc2)no1 (stereo not given),-1.3,-5.7,1.3
COc1ccc(N=c2scc(-c3cc(OC)ccc3OC)n2N=C2CCCC2)cc1,.,-11.5,-0.8
Cc1cc(C(=O)N2CCC2(C)C(=O)NS(=O)(=O)c2cccc(F)c2)nn1C (stereo not given),.,6.5,-4.1
CCN(CC)CCNC(=O)c1n[nH]c(C(C)C)c1Br,.,0.5,-1.3
CN(C(=O)Cn1nc(-c2ccco2)c2sc(N3CCCC3)nc2c1=O)c1ccccc1,-9.4,-3.1,-5.3
Cc1ccc(NC(=O)CN2CC(C(N)=O)O[C@H](C)C2)cc1C (stereo not given in full),.,-7.3,3.1
Cn1cc(C(=O)N2CCN(CC(=O)OCc3ccccc3)CC2)c2nn(-c3ccccc3)c(=O)c-2c1,-7.5,-7.2,-10.3
Cc1ccsc1CNC(=O)NCc1cc(C#N)ccc1F,.,-3.5,-3.3
COc1ccc(C2c3ccsc3CCN2C(=O)CN(C(=O)c2cc(OC)cc(OC)c2)C(C)(C)C)cc1 (stereo not given),-2.5,15.6,-4.8
O=C(Nc1nc(-c2cc3ccccc3oc2=O)cs1)c1ccc(Cl)cc1Cl,-5.8,2.9,-4.3
COCc1cc(C)nc(OCC(=O)N/N=C\c2c(O)ccc3ccccc23)c1C#N,-4.2,4.4,-2.8
Cc1ccc(N=C2NC(=O)/C(=C\c3cc(C)n(-c4cccc([N+](=O)[O-])c4)c3C)S2)cc1,-7.0,-3.5,0.1
COc1ccc(-c2cc(C(=O)NCC(c3ccco3)N(C)C)c3ccccc3n2)cc1 (stereo not given),.,0.9,-9.6
Cn1nccc1C(=O)N1CCCC(Nc2ccc(F)cc2)C1 (stereo not given),.,1.8&0.7,-6.7&6.6
O=C(c1ccccc1-n1cncn1)N1CCCC(N2CCCC2)C1 (stereo not given),-8.0,3.2,-8.0
C=CCN(Cc1cccnc1)C(=O)[C@@]12CC[C@@H](C1)C(C)(C)C2=C,-7.8,0.1,-4.7
CC1=C(C#N)C(c2ccccc2OC(C)C)C2=C(CC(c3ccccc3)CC2=O)N1 (stereo not given),-5.0,-1.1,-3.5
CN(C)S(=O)(=O)c1ccc(C(=O)Nc2ncnc3sccc23)cc1,-3.5,-9.9,-1.4
COC(=O)C(CCSC)NC(=O)c1ccc2nc(C3CCCCC3)oc2c1 (stereo not given),-8.3,27.3,-2.4
Cc1ccc(NC(=O)N2CCN(C(C(=O)N3CCC(C)CC3)C3CCCC3)CC2)cc1 (stereo not given),-4.4,-9.6,-5.7
O=C(c1cccc([N+](=O)[O-])c1)N(CCCN1CCOCC1)c1nc2c(F)cccc2s1,-2.5,-5.4,-1.6
Cc1nn2c(=O)[nH]c(SCC(=O)Nc3ccc4c(c3)OCO4)nc2c1-c1ccccc1,-2.9,12.8,15.9
Nc1ccc(S(=O)(=O)C(F)F)cc1,.,-6.5,8.9
CCOc1ccc(CNC2CCCN(Cc3ccccc3F)C2)cc1CO (stereo not given),-9.9,12.1,-3.0
O=S(=O)(c1c(Cl)nc2sccn12)N1CCn2cncc2C1,-12.6,0.6,-9.4
Cc1ccc(-n2ncc3c(-n4nc(C)cc4NC(=O)COc4ccccc4)ncnc32)c(C)c1,-8.0,9.5,-2.4
O=C(CSc1nnc(-c2cccnc2)n1-c1ccccc1F)NCC1CCCO1 (stereo not given),-5.7,33.3,-6.4
COc1ccc(C(=O)NC2CC2)cc1Oc1nc(Cc2ccccc2)ns1,-4.5,-2.6,-5.7

Some values from the entries so far.
NPYLR7 agonist result of `Cc1ccc(-n2nc(-c3ccccc3)cc2NC(=O)CN(CC(C)C)C(=O)c2ccc(Cl)c(Cl)c2)c(C)c1` reads 19.1
mcGAS lum result of `Cn1cc(C(=O)N2CCN(CC(=O)OCc3ccccc3)CC2)c2nn(-c3ccccc3)c(=O)c-2c1` reads -7.5

Carrying on:
SMILES,mcGAS lum,NPYLR7 agonist,hcGAS lum
O=C(CSc1nnc(CNC(=O)c2ccco2)n1-c1ccc(F)cc1)Nc1ccc(F)cc1,-2.0,-0.6,-5.1
O=C1c2cccn2CC1C(c1ccncc1)C1Cn2cccc2C1=O (stereo not given),.,0.6,-11.9
CC(C)(C)CC(=O)N1CCC(C(NC(=O)C2CC2)C(=O)N2CCCC2)CC1 (stereo not given),-5.7,4.3,-7.6
O=C(O)CCn1cc(CN2CCOCC2)c(=O)[nH]c1=O,.,-5.3,-3.1
C[C@H]1O[C@@H](O[C@H]2[C@@H](O)C[C@H](O[C@H]3[C@@H](O)C[C@H](O[C@H]4CC[C@]5(C)C6CC[C@]7(C)[C@@H](C8=CC(=O)OC8)CC[C@]7(O)C6CC[C@@H]5C4)O[C@@H]3C)O[C@@H]2C)C[C@H](O)[C@@H]1O (stereo not given in full),.,-6.2,1.9
CC1CCCC(NC(=O)CN2CCN(Cc3ccco3)CC2)C1C (stereo not given),-6.8,0.0,-18.9
COCCn1c(C2CC(=O)N(c3ccccc3F)C2)nc2ccccc21 (stereo not given),-2.1,2.4,-6.0
O=C(CN1C(=O)C2CCCCN2C(=O)c2ccccc21)NCCNc1cccc2ccccc12 (stereo not given),.,5.9,0.2
CCC(C)NC(=O)CSc1nc2ccccc2c(=O)n1C(C)COC (stereo not given),.,1.5,-15.1
O=C(c1csc(CSc2nnc(-c3cccnc3)n2-c2ccccc2)n1)N1CCC2(CC1)OCCO2,-4.3,5.7,-3.9
Cc1ccc(C)c(S(=O)(=O)N2CCC(NC(=O)c3cccs3)CC2)c1,.,9.3,-0.6
Cc1cccc(S(=O)(=O)Nc2ccc(Nc3ccc(-n4cccn4)nn3)cc2)c1,-0.5,-5.2,-0.3
CCC(=O)N1CCCN(c2nc(C)nc(C)c2C(C)C)CC1,.,14.3,-4.9
O=C1/C(=C/c2ccc(-c3ccc([N+](=O)[O-])cc3)o2)C=C(c2ccccc2)N1c1cccc(Br)c1,-4.5,-2.8,-5.7
Cc1ccc(C)c(Cc2c(C)nc(C)nc2N2CCN(C(=O)COc3ccccc3)CC2)c1,0.1,.,3.3
CCc1nc2ccc(C(=O)N(CC)CCN(C)C)cn2c1N(C)Cc1cccs1,-4.8,30.8,-4.7
Cc1ccc2nsnc2c1S(=O)(=O)N1C[C@H]2CC=CC[C@H]2C1,.,-4.1,1.9
CC(=O)Nc1cccc(NC(=O)CCc2c(C)nn(-c3nc(C)cc(=O)[nH]3)c2C)c1,.,6.0,-4.8
Cc1cccc(N2CCN(Cn3nc4n(c3=S)CCCCC4)CC2)c1C,-4.8,23.2,-3.6
Cc1cc(C)c(S(=O)(=O)NNC(=O)c2cc(Br)cn2C)c(C)c1,.,0.5,1.4
CC(=O)N1CCc2c(sc(NC(=O)c3ccc(C)c(C)c3)c2-c2nc3ccccc3s2)C1,.,2.1,0.0
O=C(NCCN1CCOCC1)C1CCN(c2ncc(C(F)(F)F)cc2Cl)CC1,-5.8,-7.5,-1.0
CC1=NN(CC(=O)c2ccccc2)c2nc3c(c(=O)n(C)c(=O)n3C)n2C1C (stereo not given),.,4.8,2.5
CC1CN(C(=O)OC(C)(C)C)CCN1C(=O)CC1CCCO1 (stereo not given),.,10.3,-11.4

Some of the entries so far, with each value named:
Cc1cc(C)c(S(=O)(=O)NNC(=O)c2cc(Br)cn2C)c(C)c1
  mcGAS lum: . | NPYLR7 agonist: 0.5 | hcGAS lum: 1.4
CC(=O)N1CCc2c(sc(NC(=O)c3ccc(C)c(C)c3)c2-c2nc3ccccc3s2)C1
  mcGAS lum: . | NPYLR7 agonist: 2.1 | hcGAS lum: 0.0
CC1=NN(CC(=O)c2ccccc2)c2nc3c(c(=O)n(C)c(=O)n3C)n2C1C (stereo not given)
  mcGAS lum: . | NPYLR7 agonist: 4.8 | hcGAS lum: 2.5
Cc1ccc2nsnc2c1S(=O)(=O)N1C[C@H]2CC=CC[C@H]2C1
  mcGAS lum: . | NPYLR7 agonist: -4.1 | hcGAS lum: 1.9

Later entries:
SMILES,mcGAS lum,NPYLR7 agonist,hcGAS lum
COC(=O)c1cn(C(=O)CCCc2ccccc2)c2ccccc12,.,-8.8,-6.7
CCCCN(CC(=O)N(Cc1cccn1Cc1ccccc1Cl)CC(C)C)S(=O)(=O)c1ccc(Br)cc1,-4.4,-5.0,-5.2
CCN(c1ccc(NC(=O)c2ccc3c(c2)OCO3)cc1)C(C)C,-7.1,4.0,-5.9
CC(C)CCSc1nc(N)c2c3c(sc2n1)COC(C(C)C)C3 (stereo not given),-3.3,8.0,-4.2
COC(=O)COc1nsnc1N1CCOCC1,.,-2.6,-2.7
Cc1cc(C)nc(CCNC(=O)c2cccc(NCc3sccc3C)c2)n1,-17.2,5.4,-6.1
CC1(C(=O)O)CCN1C(=O)c1ccc(Cl)nc1 (stereo not given),.,0.3,-14.5
CCCCCC(=O)Nc1c(-c2ccccc2C)nc2cc(C)ccn12,-8.5,-4.3,-8.7
CCn1c(C2CCN(C(=O)C3CC(=O)c4ccccc43)CC2)nn(C)c1=O (stereo not given),.,6.2,-6.4
COCCN(CCOC)C(=O)CC1(CC(=O)O)CCCC1,-4.6,-7.0,-4.2
Cc1ccc(-c2ccc(=O)n(CCCNC(=O)Cc3ccccc3Cl)n2)cc1,.,-1.7,4.0
CN1C(=CC=C(C#N)C#N)C(C)(C)c2ccccc21,.,5.3,-8.4
CCC(C)N1CCN(Cc2cccn2C)CC1 (stereo not given),.,8.0,-6.8
O=C(c1cccc(C(F)(F)F)c1)N1CCN(c2ccc(-n3cccn3)nn2)CC1,-3.5,-1.2,3.5
CCOC(=O)c1c(C)n(C)c2ccc(OC(=O)c3ccc([N+](=O)[O-])cc3)cc12,1.7,1.4,2.3
CC(=O)NCCn1cnc(-c2ccccc2)c1-c1cc2ccccc2n(C)c1=O,.,0.4,-4.4

No enrichment for hits; 0.29% or so of the library scored in one or more.
